RGS4 inh – human RGS4 inhibition | P49798 | AID 504845 | Potency, µM (series often up to 114 µM), without a hit: top-dose activity change, negative = inhibition, actives largely listed as inhibitors | Transcreener GDP fluorescence polarization, RGS4-accelerated GTP hydrolysis | 390,000 compounds, 0.039% hits; note: potency is the fitted concentration of half-maximal effect; % is set by controls: 0 for no effect and ±100 for the full control effect; nearly all actives have a fitted effect of over 75% in size; some results filed as inactive show a strong effect at the top dose
Target sequence (P49798 whole entry, looked up): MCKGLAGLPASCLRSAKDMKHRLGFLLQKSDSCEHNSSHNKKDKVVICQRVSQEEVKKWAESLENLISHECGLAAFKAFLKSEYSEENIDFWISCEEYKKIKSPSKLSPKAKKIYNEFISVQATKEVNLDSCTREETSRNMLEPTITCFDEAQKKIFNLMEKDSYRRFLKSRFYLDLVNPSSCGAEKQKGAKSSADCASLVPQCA
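MLSMR compounds (23 nl, pin-transferred) preincubated 10 min at room temperature with a 500nM (2x) first reagent, then RGS4 at 900nM (2x) plus Transcreener GDP mix added; fluorescence polarization (620/688 nm) read before and after 90 min at 30 °C.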
D2 ag – D2 dopamine receptor (human) agonism. HEK293 T-REx D2 cells, calcium flux agonist mode. activation, % at 2 µM. 340,000 compounds, 0.53% hits;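 active = activation over 3 SD above normal in the single-dose calcium agonist read, cut at about 30% in these data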; note: 0% is about no effect
Target sequence (P14416 whole entry, looked up): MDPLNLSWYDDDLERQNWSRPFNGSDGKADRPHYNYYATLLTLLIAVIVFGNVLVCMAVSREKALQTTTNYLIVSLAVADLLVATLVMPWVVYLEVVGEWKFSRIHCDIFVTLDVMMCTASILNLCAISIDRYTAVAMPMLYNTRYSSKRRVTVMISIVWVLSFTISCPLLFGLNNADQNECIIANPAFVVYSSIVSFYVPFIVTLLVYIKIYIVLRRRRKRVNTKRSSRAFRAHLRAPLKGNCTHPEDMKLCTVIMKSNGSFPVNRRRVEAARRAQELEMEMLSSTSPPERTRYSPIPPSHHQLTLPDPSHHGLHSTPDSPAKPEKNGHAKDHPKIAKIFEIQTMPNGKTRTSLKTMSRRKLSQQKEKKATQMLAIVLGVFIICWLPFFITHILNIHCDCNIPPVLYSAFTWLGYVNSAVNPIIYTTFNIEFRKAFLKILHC
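In this primary screen, compounds producing a positive calcium signal within 180 s of addition to tetracycline-induced, force-coupled HEK293 Trex D2 cells are flagged; cells are dye-loaded with a no-wash calcium kit beforehand.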
Vif-APOBEC3G blk – inhibitors of Vif-APOBEC3G interaction; 410,000 compounds, 0.076% hits; Potency, µM (highest dose often 46.1 µM), without a hit: top-dose activity, negative = active, hits mostly inhibitors; HeLa A3G-eYFP + Vif (tagged APOBEC3G with the HIV-1 protein that degrades it), YFP fluorescence, overnight;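 note: potency is the fitted concentration of half-maximal effect; % is set by controls: 0 for no effect and ±100 for the full control effect; nearly all actives have a fitted effect of over 60% in size; hits raise eYFP signal because A3G escapes Vif-driven loss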
Target sequence (Q9HC16 whole entry, looked up): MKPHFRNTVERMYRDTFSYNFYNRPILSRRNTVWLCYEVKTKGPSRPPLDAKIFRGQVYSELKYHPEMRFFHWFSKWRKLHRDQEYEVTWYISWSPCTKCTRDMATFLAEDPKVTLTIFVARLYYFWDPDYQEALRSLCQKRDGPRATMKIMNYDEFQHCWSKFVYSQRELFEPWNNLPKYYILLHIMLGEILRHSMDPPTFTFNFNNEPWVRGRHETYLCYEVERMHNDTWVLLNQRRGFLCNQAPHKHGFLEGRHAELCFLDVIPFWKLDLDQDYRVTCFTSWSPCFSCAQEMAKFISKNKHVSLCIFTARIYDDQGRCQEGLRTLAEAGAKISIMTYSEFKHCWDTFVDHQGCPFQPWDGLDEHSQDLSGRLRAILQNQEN
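Read-out is eYFP fluorescence (Ex 488/Em 500-530) from Vif-expressing HeLa A3G-eYFP cells; more signal means A3G escaped Vif-mediated degradation. Cells plated overnight, compound pinned in, incubated overnight at 37 deg C.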
LDHA inh – LDHA (human) enzyme inhibition; P00338; purified LDHA, NADH/diaphorase-resazurin fluorescence; hits give low values; activity change, % (values are at about 110 or 230 µM); 480,000 compounds, 0.15% hits; in the data active = activity change below about -30%; inconclusive = mostly about -25% to -30%;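 note: plate controls were DMSO wells for no effect and wells without enzyme for full effect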
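LDH5 2 nM; NADH 0.06 mM, pyruvate 0.2 mM; 200 mM Tris pH 7.4, EDTA, Tween-20; 5 min RT. Detection: diaphorase 0.133 mg/mL + resazurin 37 µM, fluorescence ex540/em590 at 0 and 20 min; normalized to enzyme-free and DMSO wells.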
D2 antagonist – antagonists of human D2 dopamine receptor; HEK293 TREx D2 cells, calcium flux, dopamine EC80; inhibition, % at 10 µM; 340,000 compounds, 2% hits; in the data active = inhibition above about 30%; note: 0% is about no effect
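Measurement of antagonist activity uses fluorescent calcium dye in inducible HEK293 T-REx D2 cells: 10 s baseline, compound addition with 180 s read, EC80 dopamine addition with a further 180 s read.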
ERG-DNA inh – ERG Ets/DNA interaction inhibition. P11308. 370,000 compounds, 0.028% hits. Potency, µM (series often up to 76.9 µM), for inactives: at the highest dose FP activity, negative = inhibition, actives largely listed as inhibitors. fluorescence polarization, His-ERG Ets domain / labelled DNA; active = well fitted inhibition curve with a large enough effect in the polarisation, with a control signal flat; inconclusive = small, poorly fitted or top-dose-only effect, or effect the other way, or a change in a side signal; inactive = no such curve, though single readings can be large or run the other way; the % refers to the polarisation;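 note: polarization taken with two DNA probes labelled with fluorescein and Texas red; potency is the fitted concentration of half-maximal effect; % of control where 0% means no effect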
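His-tagged ERG Ets domain (1 uM in the protein solution; 300mM KCl, 50mM Tris-HCl, 1mM EDTA, 1mM DTT, pH 7.5) received compound, then a probe mix of 5 nM fluorescein-DNA and 100nM Texas-615-DNA. Fluorescence polarization was read for both dyes.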
GRP78 ERSR act – induces the endoplasmic reticulum stress response in human glioma cells; U87-MG GRP78 promoter luciferase reporter, 16 h; Potency, µM, inactives show at the top dose activation, most hits filed as activators; 420,000 compounds, 0.02% hits; AID 602332; note: potency is the fitted concentration of half-maximal effect; series mostly up to about 76 µM; % of control where 0% means no effect; nearly all actives have a fitted effect of over 35% in size
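Stably transfected U87-MG human glioma cells carrying a GRP78-based luminescent sensor were seeded at 1000 cells/well, pin-dosed with compounds and incubated 16 h. Luciferase reagent was then added, and end-point luminescence was read after 10 min at room temperature.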
ALOX12 inh – ALOX12 (human) lipoxygenase inhibition. purified 12hLO, xylenol orange hydroperoxide absorbance. P18054. Potency, µM (titrated, usually from 108 µM), without a hit: at the top dose activity change, negative = inhibition, usual class: inhibitors. AID 1671190. 580,000 compounds, 1.1% hits; note: potency is the fitted concentration of half-maximal effect; % is set by controls: 0 for no effect and ±100 for the full control effect
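Purified human 12hLO (150 nM final) in 25 mM Hepes, 0.01% Triton X-100, pH 7.0 was preincubated 15 min at room temperature with compound. Then 40 uM arachidonic acid was added, 30 min. Hydroperoxide was read by Fe-XO absorbance ratio 573/405 nm.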
Vif-APOBEC3F blk – blocks the Vif interaction with APOBEC3F; Potency, µM (doses to about 46.1 µM), inactives show top-dose activity, negative = active; HeLa A3F-eYFP + Vif (tagged APOBEC3F with the HIV-1 protein that degrades it), YFP fluorescence increase; 390,000 compounds, 0.2% hits; note: potency is the fitted concentration of half-maximal effect; % of control where 0% means no effect; nearly all actives have a fitted effect of over 65% in size
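Fluorescence increase (Ex 488/Em 500-530) after overnight compound treatment at 37 deg C flags inhibition of Vif-driven A3F-eYFP loss in stable HeLa A3F-eYFP/Vif cells seeded overnight beforehand.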
The depositor's hits bear a star; ? = inconclusive; · = not tested or not shown; & = joins results of further samples; [ ] = dose if it differs, or a comment. Unless noted, calls come from the whole dose curve; as a rule, active = well fitted curve in the direction sought with a large enough effect; inconclusive = small, poorly fitted or top-dose-only effect, or another doubt; inactive = no such curve, though single readings can be large; an effect the other way counts as inactive or inconclusive. An excerpt. The share of hits here may be higher or lower than overall.

canonical_smiles | D2 ag | D2 antagonist | RGS4 inh | LDHA inh | Vif-APOBEC3F blk | Vif-APOBEC3G blk | GRP78 ERSR act | ALOX12 inh | ERG-DNA inh
Cc1nc2ncnn2c(C)c1CCC(=O)NCCC1=CCCCC1 | -2.3 | -11 | 0% | -3 | -1% | 0% | 2% | -2% | 1%
COCCNC(=O)c1ccc(N2CC3CC(C2)c2cccc(=O)n2C3)c(NC(=O)c2ccc(C(C)(C)C)cc2)c1 (configuration not stated) | · | · | · | -6 | -1% | 0% | -3% | -5% | ·
CCOc1ccc(NC(=O)NC(=O)N(C)S(=O)(=O)c2ccc(C)cc2)cc1 | 0.4 | -16 | 14% | 0 | 0% | 1% | -3% | 1% | 7%
COc1ccc(C(C)=O)cc1COC(=O)c1cc(C)oc1C | -0.7 | 5 | -17% | 7 | 4% | 1% | 2% | 5% | -1%
CCc1ccc(OCC(=O)NNC(=O)CSc2ncnc3sc(C)c(C)c23)cc1 | -0.5 | 1 | -9% | -4 | -11% | -4% | -4% | 7% | -2%
CCNCc1cc2cc(C)ccc2[nH]c1=O | 0.2 | -4 | -47% | 28 | -25% | -10% | -2% | 3% | -2%
C/C(=N\NC(=O)c1cccc(S(=O)(=O)Nc2ccccc2Cl)c1)c1ccco1 | 1.4 | 9 | -12% | -8 | -1% | 1% | -1% | -2% | 3%
CCn1c(C)cc(/C=C2\NC(=O)N(Cc3ccccc3)C2=O)c1C | -0.5 | -1 | -52% | 5 | 8% | 0% | -3% | 3% | -3%
O=C(COC(=O)CN1C(=O)c2ccccc2C1=O)Nc1ccc(S(=O)(=O)N2CCCC2)cc1 | 0.6 | 8 | -8% | 4 | 0% | 1% | -4% | -16% | -17%
O=[N+]([O-])c1cccnc1SCc1ccccc1 | -1.8 | -26 | 14% | 3 | -5% | -12% | 6% | 32%[activator] | 3%
Cc1ccc(S(=O)(=O)N2CCCOC2CNC(=O)C(=O)NCc2ccccc2C)cc1 (configuration not stated) | -1.0 | -10 | -29% | -1 | -11% | 0% | -3% | ? | 1%
COc1cc(CN2CCCC(C(=O)c3ccc(SC)cc3)C2)cc(Cl)c1O (configuration not stated) | 0.9 | -12 | -11% | 6 | -1% | -2% | -2% | -27% | 5%
CCc1cccc(N(C(=O)c2csnn2)C(C(=O)NC2CCCCC2)c2ccncc2)c1 (configuration not stated) | -3.4 | -7 | -2% | -10 | -8% | 0% | -1% | 0% | 3%
COc1cc(OC)c(-c2nn3c(-c4n[nH]c5c4CCC5)nnc3s2)cc1OC | · | · | -6%&8% | -12&-12 | · | -21%&3% | -4%&5% | · | ·
Cc1ccc(S(=O)(=O)N[C@@H](Cc2ccccc2)C(=O)N2CCC(C(=O)N[C@@H](CCC(N)=O)C(=O)O)CC2)cc1 | 0.3 | -8 | -30% | -2 | 10% | 2% | -2% | -2% | 0%
O=C(Nc1ccc(F)cc1F)C1CCCN(c2ncnc3c2nc2n3CCCCC2)C1 (configuration not stated) | -0.8 | 12 | -15% | -1 | 3% | -10% | -1% | · | -1%
COc1ccccc1OCCCC(=O)NCc1ccco1 | · | · | -39% | 1 | -5% | 1% | -1% | 288%[activator] | 0%
CN(C)c1nc(C(=O)OCCO)nc(N(C)C)n1 | 0.6 | 10 | 0% | -1 | -1% | 1% | -7% | 0% | -10%
COCCn1cc(C(=O)NCCN(C)C)c2c3ccccc3n(C)c2c1=O | 0.8 | -3 | -5% | -10 | 0% | 0% | 0% | 0% | -4%
Cc1ccc(NC(=O)c2ccsc2)cc1NS(C)(=O)=O | 0.6 | 2 | -11% | 1 | ? | 2% | 1% | · | -12%
O=C(NCc1ccco1)C1CCN(C(=O)c2ccc(Cl)cc2)CC1 | 0.2 | 8 | -11% | -3 | 3% | 1% | -2% | 390%[activator] | -7%
Cc1ccc(OCC(=O)Nc2ccncc2)c(C)c1 | 0.8 | -26 | -5% | 0 | 4% | -5% | -2% | 77%[activator] | 6%
COC(=O)C(C(=O)OC)=C(/C=C/N(C)C)N(C)C | 1.3 | 16 | -7% | -6 | -4% | 0% | -5% | 0% | -1%
Nc1nnnn1/N=C/C=C/c1ccccc1 | 0.1 | 5 | -1% | -3 | 2% | -5% | 4% | 26% | 1%
CCOC(=O)c1ccc(NC(=O)CSc2nc(=O)n3cccc(C)c3n2)cc1 | · | · | -9% | -2 | 4% | 0% | -1% | ? | -5%
COc1ccc(Br)cc1CNC(=O)C1CCCN(c2nc3ccccc3o2)C1 (configuration not stated) | 0.7 | -3 | -4% | -9 | -13% | 0% | -4% | -4% | -5%
CCCNC(=O)C1(CC2CC(c3ccccc3)=NO2)CCN(C(=O)Cc2ccc(F)cc2)CC1 (configuration not stated) | · | · | -8% | -3 | 1% | -9% | 1% | -13% | 13%
O=C(CNCc1ccccc1)NCCCN1CCCC1=O | 0.0 | -21 | -8% | -9 | ? | 0% | -4% | ? | ?
Cc1cc(/C=C2/NC(=O)NC2=O)c(C)n1-c1ccccn1 | 0.6 | -7 | -20% | 3 | -18% | -2% | -1% | ? | 1%
COc1cccc2cc(C(=O)NCc3ccco3)c(=Nc3ccc(C(=O)O)cc3)oc12 | 0.4 | -10 | 11% | 0 | -20% | -9% | 6% | 0%[57.4 µM] | ·

Three of the entries above in order of their number in D2 antagonist, ascending:
| compound | D2 antagonist | RGS4 inh | Vif-APOBEC3G blk | ALOX12 inh | ERG-DNA inh |
| --- | --- | --- | --- | --- | --- |
| Cc1ccc(S(=O)(=O)N2CCCOC2CNC(=O)C(=O)NCc2ccccc2C)cc1 (configuration not stated) | -10 | -29% | 0% | ? | 1% |
| Cc1ccc(S(=O)(=O)N[C@@H](Cc2ccccc2)C(=O)N2CCC(C(=O)N[C@@H](CCC(N)=O)C(=O)O)CC2)cc1 | -8 | -30% | 2% | -2% | 0% |
| O=C(COC(=O)CN1C(=O)c2ccccc2C1=O)Nc1ccc(S(=O)(=O)N2CCCC2)cc1 | 8 | -8% | 1% | -16% | -17% |

Remaining list, next part
canonical_smiles | D2 ag | D2 antagonist | RGS4 inh | LDHA inh | Vif-APOBEC3F blk | Vif-APOBEC3G blk | GRP78 ERSR act | ALOX12 inh | ERG-DNA inh
O=C(OCC(O)COC(=O)c1cccnc1)c1cccnc1 | 1.5 | -6 | 14% | -2 | 2% | -1% | -2% | 0% | 0%
CCC(C)Nc1oc(-c2ccc(COc3ccc(Cl)cc3)o2)nc1C#N (configuration not stated) | 0.4 | · | 16% | -3 | -9% | 4% | -1% | 7% | 7%
O=C(NCCCN1CCN(c2ccccc2)CC1)c1ccc2nc(CCc3ccccc3)oc2c1 | · | · | -10% | -3 | ? | -2% | 2% | -14% | 0%
O=C(O)CCN1C(=O)c2ccc(NC(=O)CSCc3ccccc3)cc2C1=O | 0.6 | -4 | -13% | -3 | 4% | 3% | -3% | -20% | -18%
Cc1ccn2c(NCc3ccccc3)c(-c3cccc(SC4CCCCC4)c3)nc2c1 | · | · | -15% | 5&4 | 0% | 2% | -1% | ? | -2%
Cc1c(NS(=O)(=O)c2cccs2)c(=O)n(-c2ccccc2)n1C | 1.2 | 14 | 28% | -3 | -11% | 3% | 1% | 132%[activator] | -12%
O=C(c1ccc2c(c1)OCO2)C1CCCN(Cc2ccc3cccc(F)c3n2)C1 (configuration not stated) | 0.2 | -8 | -13% | -3 | 3% | -3% | -2% | 0% | -6%
O=C(CCc1c[nH]c2ccccc12)N1CCCCCCC1 | 0.5 | -9 | 22% | -7&-20 | -1% | -3% | -1% | 6%&4% | -14%
CN(c1ccccc1)c1nc(N)c([N+](=O)[O-])c(N2CCCCCC2)n1 | 0.3 | 6 | -11% | -9 | -12% | -7% | -4% | 0% | -2%
CN1CCN(C(=O)C2CCN(S(=O)(=O)c3cnc[nH]3)CC2)CC1 | 0.5 | -10 | 0% | -2 | 1% | -1% | -4% | 39%[activator] | -4%
CC1CCCCN1C(=O)CSc1c2c(nc3cc(Cl)ccc13)CCCC2 (configuration not stated) | -0.9 | · | 6% | 2 | -2% | -12% | -6% | -14% | -4%

Single records, from the list above. Screens in order: D2 ag | D2 antagonist | RGS4 inh | LDHA inh | Vif-APOBEC3F blk | Vif-APOBEC3G blk | GRP78 ERSR act | ALOX12 inh | ERG-DNA inh
COc1cccc2cc(C(=O)NCc3ccco3)c(=Nc3ccc(C(=O)O)cc3)oc12 in the list: 0.4 | -10 | 11% | 0 | -20% | -9% | 6% | 0%[57.4 µM] | ·
COCCNC(=O)c1ccc(N2CC3CC(C2)c2cccc(=O)n2C3)c(NC(=O)c2ccc(C(C)(C)C)cc2)c1 (configuration not stated) in the list: · | · | · | -6 | -1% | 0% | -3% | -5% | ·
CCOC(=O)c1ccc(NC(=O)CSc2nc(=O)n3cccc(C)c3n2)cc1 in the list: · | · | -9% | -2 | 4% | 0% | -1% | ? | -5%
Cc1cc(/C=C2/NC(=O)NC2=O)c(C)n1-c1ccccn1 in the list: 0.6 | -7 | -20% | 3 | -18% | -2% | -1% | ? | 1%
COc1cc(OC)c(-c2nn3c(-c4n[nH]c5c4CCC5)nnc3s2)cc1OC in the list: · | · | -6%&8% | -12&-12 | · | -21%&3% | -4%&5% | · | ·

Source: PubChem BioAssay
